Screening results (PubChem)
SW480 rerep: inducers of DNA re-replication in SW480 colon cancer cells. SW480 DNA re-replication, Hoechst DNA content imaging, 48 h. Potency, µM (titrated, usually from 46.1 µM), inactives show at the top dose re-replication activation, usual class: activators. hit rate 1.8% among 340,000. AID 624297; further: potency means the concentration at half of the fitted maximal effect; % of control where 0% means no effect; nearly all actives have a fitted effect of over 55% in size
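Quantitative HTS format with DMSO vehicle controls; 48 hr drug incubation at 37 C, then 40 min Hoechst staining and scanning imager measurement at 405 nm excitation.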
ATXN viability: reduces viability in counter-screen for ATXN expression inhibitors | S2 cells (HEK-293 line with an ATXN2-luciferase reporter) viability, CellTiter-Fluor protease fluorescence, 24 h | Potency, µM (doses to about 56.7 µM), usual class: cytotoxic | hit rate 0.49% among 400,000; further: potency means the concentration at half of the fitted maximal effect; nearly all actives have a fitted effect of over 40% in size
ATXN2 expr inh: inhibitors of ATXN2 expression. HEK-293 ATXN2-luciferase reporter, luminescence, 24 h. Potency, µM (highest dose often 57 µM), without a hit: at the top dose activity change, negative = inhibition, hits mostly inhibitors. hit rate 0.72% among 360,000; further: potency means the concentration at half of the fitted maximal effect; on the % scale 0 is the no-effect control and ±100 the full control effect; nearly all actives have a fitted effect of over 55% in size
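ATXN2-luciferase reporter cells (luciferase flanked by upstream and downstream ATXN2 gene portions) were treated 24 h at 37 °C with compounds at up to 57 uM. SteadyGlo luminescence gave expression; GF-AFC fluorescence gave viability.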
KB-3-1 cytotox: kills parental KB-3-1 adenocarcinoma cells; KB-3-1 viability, CellTiter-Glo ATP luminescence, 72 h; Potency, µM (doses to about 46.1 µM), without a hit: at the highest dose activity change, negative = cytotoxic, usual class: cytotoxic; hit rate 1.4% among 400,000; AID 1347075; further: potency means the concentration at half of the fitted maximal effect; on the % scale 0 is the no-effect control and ±100 the full control effect; nearly all actives have a fitted effect of over 60% in size
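KB-3-1 cells, DMEM (no phenol red) + 10% FBS; compound by pin transfer, 72 h, 37 °C. Readout: CellTiter-Glo luminescence after 10 min. Data normalized, curve-fitted.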
MCF10A rereplic: DNA re-replication induction in MCF 10a cells; MCF 10A DNA re-replication, Hoechst nuclear intensity, 48 h; Potency, µM (top dose mostly 46.1 µM), inactives show top-dose activity, positive = re-replication, most hits filed as activators; hit rate 2.9% among 350,000; further: potency means the concentration at half of the fitted maximal effect; % of control where 0% means no effect; nearly all actives have a fitted effect of over 50% in size
HepG2 viability: kills HepG2 cells in TGF-b inhibitor counter-screen. Potency, µM (doses to about 46.1 µM), for inactives: top-dose activity change, negative = cytotoxicity, most hits filed as cytotoxic. hit rate 0.76% among 410,000. HepG2 CAGA-GFP viability, ATP luminescence, 18 h. AID 588856; further: potency means the concentration at half of the fitted maximal effect; some results filed as inactive show a strong effect at the top dose
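HepG2 CAGA-GFP cells (1000/well, DMEM with 1% FBS) received compound, then TGF-beta at 500 pg/mL final, and were incubated 18 hours at 37 degrees C. Viability was read by CellTiter-Glo luminescence. Media-only wells were set as complete cell-killing and DMSO as no toxicity.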
IL-1B inflam inh: blocks inflammasome-driven IL-1 beta release; AID 743279; hit rate 4.7% among 360,000; activity change, % at 57.5 µM; THP-1 LPS/ATP IL-1B secretion, AlphaLISA, 16 h; active compounds read low; in the data active means activity change below about -50%; inconclusive means mostly about -30% to -49%; further: on the % scale 0 is the no-effect control and ±100 the full control effect
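Secreted IL-1B measured by AlphaLISA bead assay after 16 h compound exposure of THP-1 cells; compounds (final up to 57.5 uM) added 1 h before LPS (250 ng/mL) and ATP (1.25 mM) stimulation; lower signal means less secretion.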
HT1080 IDH1KD tx: toxicity to HT-1080 IDH1 knockdown cells (counter line). HT-1080 IDH1 knockdown viability, ATP luminescence, 48 h. hit rate 2% among 360,000. Potency, µM (series often up to 46.1 µM), for the others: at the highest dose activity, negative = toxicity, usual class: cytotoxic;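 further: potency means the concentration at half of the fitted maximal effect; 0% = DMSO wells and -100% = cell-free medium wells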
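Using the IDH1-knockdown HT-1080 line run in the same batch and compound series as the NT line, viability after 48 h at 37 °C was determined by CellTiter-Glo luminescence and expressed as % activity.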
HT1080NT lethal: kills 2HG-producing HT-1080-NT fibrosarcoma cells; HT-1080-NT fibrosarcoma viability, CellTiter-Glo ATP luminescence, 48 h; Potency, µM (top dose mostly 46.1 µM), for the others: at the top dose activity, negative = less viability, actives largely listed as cytotoxic; hit rate 1.6% among 360,000; AID 686970;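 further: NT is the 2HG producing partner of a matched IDH1 knockdown line; potency means the concentration at half of the fitted maximal effect; 0% = DMSO-treated cells and -100% = media-only wells without cells; nearly all actives have a fitted effect of over 55% in size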
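A 48-hour cytotoxicity screen used HT-1080-NT cells plated 2 hours before compound delivery. ATP-based CellTiter-Glo luminescence measured viability, normalized to DMSO and no-cell controls.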
Active calls of the source: *; i = inactive; ? = inconclusive; · = no result given; & = joins results of further samples; [ ] = remark or other dose. Unless noted, the call rests on the fitted dose curve; in most records, active means well fitted curve in the direction sought with a large enough effect; inconclusive means small, poorly fitted or top-dose-only effect, or another doubt; inactive means no such curve, though single readings can be large; an effect the other way counts as inactive or inconclusive.

SMILES	SW480 rerep	ATXN viability	ATXN2 expr inh	KB-3-1 cytotox	MCF10A rereplic	HepG2 viability	IL-1B inflam inh	HT1080 IDH1KD tx	HT1080NT lethal
CCOc1ccc2nc(N3CCC(C(=O)N4CCN(c5ncccn5)CC4)CC3)sc2c1	-9%	·	7%	?	11%	-26%	4	-4%	-1%
COc1ccc(C(C(N)=O)c2ncc(C(F)(F)F)cc2Cl)cc1OC (stereo not given)	15%	i	-3%	2%	2%	3%	14	-5%	-11%
COc1cc(/C=C2\SC(=Nc3ccc(O)cc3)NC2=O)cc(OC)c1O	?	i	·	?	?	1%	91	?	?
Cc1ccc(-c2ccc(CN3C(C(C)C)C(=O)N(Cc4cn(CCC5OCCCO5)nn4)CCS3(=O)=O)cc2)cc1 (stereo not given)	·	?	?	?	·	-23%	13	-8%	0%
CN(C=[N+](C)C)c1cccc2c1C(=O)c1ccccc1C2=O	·	?	2%	12%	-1%	-6%	-5	6%	4%
Cc1ccc(S(=O)(=O)Nc2ccc3nc(N)sc3c2)cc1	-3%	i	0%	?	21%	-10%	-3	?	-7%
CCc1c(C)c2ccc(OCC(=O)N(C)C)c(C)c2oc1=O	-11%	i	19%	-15%	4%	-1%	-5	1%	12%
Cc1ccc(C)c(CN2CCC(CNC(=O)Nc3ccc(C)c(C)c3)CC2)c1	?	i	?	?	?	-6%	-64*	1%	10%
COc1cc(C(=O)NC(=S)NNC(=O)[C@H]2C[C@@H]2c2ccccc2)cc(OC)c1OC	13%	i	-19%	-2%	14%	0%	62	-16%	-14%
Cc1ccc(-n2c(=O)c3c4c(sc3n(Cc3cc(=O)n5ccccc5n3)c2=O)CCC4)cc1C	-5%	?	-2%&-18%	-2%&8%	-3%	-13%&2%	6	15%	-1%
COc1ccc(Cl)cc1NC(=O)CCN1C(=O)C2C3C=CC(C4CC34)C2C1=O (stereo not given)	0%	i	5%	0%	1%	2%	-1	20%	7%
CCOC(=O)c1nn(-c2ccccc2)c(=O)cc1OCC(=O)Nc1ccccc1OCC	-5%	i	6%	2%	0%	2%	18	3%	10%
Cn1c(=O)n(C)c2cc(NS(=O)(=O)c3ccc4c(c3)CCCC4)ccc21	18%	i	26%	18µM*	23µM*	-24%	-18	?	?
CC1CCCN(CCCNS(=O)(=O)c2ccc3c(c2)CCN3C(=O)C2CC2)C1 (stereo not given)	-6%	i	3%	2%	?	-6%	0	8%	7%
CCc1nnc(SCC(=O)Nc2ccccc2)n1CC1CCCO1 (stereo not given)	-5%	i	-4%	18%	-1%	-1%	-5	-13%	0%
CCN(C[C@H]1N[C@@](CC)(C(=O)OC)[C@H]2C(=O)N(C)C(=O)[C@@H]12)S(=O)(=O)c1ccc(-c2ccccc2)cc1	?	i	-7%	0%	11%	-28%	17	-1%	2%
CC1=C(C(=O)Nc2ccccc2C(=O)NCCCN2CCN(C)CC2)SCCO1	1%	i	-5%	1%	0%	-4%	17	1%	-5%
CSc1nc(-c2ccco2)nn1C(=O)CCc1ccccc1	-4%	i	-3%	5%	10%	6%	13	5%	4%
O=c1c2sc3ccccc3c2n(Cc2ccc(F)cc2)c(=O)n1Cc1ccco1	·	i	3%	2%	·	-10%	·	·	·
NC(=S)N/N=C/c1coc2cc(Br)ccc2c1=O	-6%	i	-4%	0%	?	-16%	18	21%	29%
CCNc1ccc(Br)cc(C(=O)/C=C/c2ccc(Cl)cc2Cl)c1=O	?	?	32µM*	?	21µM*	-69%	-98*	?	?
CCOC(=O)c1c(CC(C)C)csc1NC=O	2%	i	-3%	16µM*	?	-19%	0	-11%	-11%
CN(C)C(=O)c1ccc(NC(=O)COC(=O)CCN=C2NS(=O)(=O)c3ccccc32)cc1	24%	i	9%	-8%	-2%	13%	10	11%	12%[9.24 µM]
CCOC(=O)c1c(NC(=O)c2cc(=O)c3c(C)cc(C)cc3o2)sc(C(C)=O)c1C	·	i	11%	5%	·	-3%	·	·	·
Cc1ccc2nc(-c3cccc(Cl)c3)c(Cc3cccc(F)c3)n2c1	·	i	21%	-22%	·	·	0	4%	17%

Of the compounds above, 3 have fluorine.
SMILES	SW480 rerep	ATXN viability	ATXN2 expr inh	KB-3-1 cytotox	MCF10A rereplic	HepG2 viability	IL-1B inflam inh	HT1080 IDH1KD tx	HT1080NT lethal
COc1ccc(C(C(N)=O)c2ncc(C(F)(F)F)cc2Cl)cc1OC (stereo not given)	15%	i	-3%	2%	2%	3%	14	-5%	-11%
O=c1c2sc3ccccc3c2n(Cc2ccc(F)cc2)c(=O)n1Cc1ccco1	·	i	3%	2%	·	-10%	·	·	·
Cc1ccc2nc(-c3cccc(Cl)c3)c(Cc3cccc(F)c3)n2c1	·	i	21%	-22%	·	·	0	4%	17%

Returning to the listing, starting two compounds before the break.
SMILES	SW480 rerep	ATXN viability	ATXN2 expr inh	KB-3-1 cytotox	MCF10A rereplic	HepG2 viability	IL-1B inflam inh	HT1080 IDH1KD tx	HT1080NT lethal
CCOC(=O)c1c(NC(=O)c2cc(=O)c3c(C)cc(C)cc3o2)sc(C(C)=O)c1C	·	i	11%	5%	·	-3%	·	·	·
Cc1ccc2nc(-c3cccc(Cl)c3)c(Cc3cccc(F)c3)n2c1	·	i	21%	-22%	·	·	0	4%	17%
CCc1cc(N2CCOCC2)cc2c1[nH]c1ccccc12	2%	i	-25%	-16%	?	-19%	-9	?	?
O=C(NCc1cccc(C(F)(F)F)c1)C1C(=O)Nc2ccccc2C(=O)N1Cc1ccccc1 (stereo not given)	·	·	·	?	·	·	-3	-4%	-10%
CC1=CN2C(=N)/C(=C/c3ccc(Sc4ccc(Cl)cc4)o3)C(=O)N=C2S1	0%	i	7%	-1%	?	-31%	-69*	?	?
Nn1c(=O)c2ccccc2n2c(SCc3ccccc3)nnc12	4%	i	5%	0%	-19%	7%	-1	9%	16%
CC(NC(=O)C1C(=O)N(CCO)C2(C)CC1c1ccccc1O2)c1ccccc1 (stereo not given)	-2%	i	-2%	9%	4%	-5%	9	-4%	-1%
CCN1C=C(Cc2ccccc2C)C2=C(C1)C(c1ccccc1C)C(C#N)=C(N)O2 (stereo not given)	?	i	-22%	?	?	125%	?	?	?
O=C(CSc1ccc2nnc(-c3ccc(Cl)cc3)n2n1)N1CCCc2ccccc21	·	?	-20%	?	12%	5%	0	15%	14%
CC(C)CCNC(=O)NC(=O)CSc1nnc(-c2ccccc2F)n1N	-6%	i	-2%	8%	2%	-2%	5	10%	5%
COC(=O)C1=CN(c2cccc(OCc3ccccc3)c2)C(N)=C(C#N)C1c1cccc(OC)c1OC (stereo not given)	·	·	·	-24%	·	·	-4	8%	16%
CCSc1nnc2c(Cl)cc(Cl)cn12	-2%	i	-4%	3%	7%	9%	-18	12%[9.24 µM]	23%
Cc1nc2c(OCC(=O)C(C)(C)C)cccn2c1N(C)Cc1cccs1	·	?	?	0%	·	-38%	-25	?	?
C[C@H](NC(=O)C1CC(=O)N(c2ccc3c(c2)OCO3)C1)C(=O)NC1CCCC1 (stereo not given in full)	12%	i	11%	5%	-2%	-5%	6	25%	9%
CCOC(=O)C1=NN(c2ccc(Cl)cc2)C(c2ccccc2)CC1=O (stereo not given)	-24%	?	1%	-4%	18%	-25%	-10	-10%	-13%
CCn1c(CN2CCCCC2)nc2cc(NC(=O)c3ccc([N+](=O)[O-])cc3)ccc21	·	i	11%	-24%	·	-25%	·	·	·
CN(Cc1ccccc1)C(=O)CNC(=O)C12CC3CC(CC(C3)C1)C2	-24%	i	3%	10%	15%	-11%	9	-3%	-4%
O=C(CN1C(=O)NC2(CCCCCC2)C1=O)N1CCCCC1	-3%	i	·	-19%	-9%	-10%	-5	0%	4%
CS(=O)(=O)c1ccc([C@@H](O)[C@@H](CF)NC(=O)C(Cl)Cl)cc1	-8%	i	7%&7%	0%	-1%	-7%	16	1%	28%
Cc1ccc(C)c(NC(=O)c2nc(S(C)(=O)=O)ncc2N(Cc2ccc(C(C)(C)C)cc2)Cc2ccco2)c1	·	i	-15%	-10%	·	-8%	·	·	·
CC(OC(=O)c1ccccc1C(=O)N(C)Cc1ccccc1)C(=O)NC1(C#N)CCCCC1 (stereo not given)	0%	i	6%	-15%	0%	-9%	-3	18%	-2%
O=C(c1ccccc1F)N1CCN(Cc2nc3sc4c(c3c(=O)[nH]2)CCCC4)CC1	4%	i	-23%	4%	10%	-8%	-7	-13%	-8%
CCOC1=C2CN(S(=O)(=O)c3ccc(C)cc3)CC[C@@H]2N(S(=O)(=O)c2ccc(C)cc2)[C@H](c2ccccc2)C1	·	i	12%	0%	·	2%	-2	26%	?
CCc1ccc(C(=O)c2cn(CC(=O)Nc3ccc(OC)cc3)c3cc4c(cc3c2=O)OCCO4)cc1	·	i	2%	-5%	·	-3%	·	·	·
Cc1ccc(S(=O)(=O)N(C)c2ccccc2C(=O)NC2CCCC2)cc1	1%	i	-7%	8%	18%	21%	10	2%	6%
COc1ccc(C(=O)OCC(=O)N2CCN(C(=O)c3ccco3)CC2)c(OC)c1OC	·	i	·	1%	·	-4%	-5	5%	3%
COCCn1nnnc1SCC(=O)c1ccccc1	9%	i	-2%	-19%	-8%	-11%	13	-6%	-3%
CCN(CC)C(=O)c1cc(-c2ccc3c(c2)OCO3)on1	1%	·	41%[activator]	-2%	10%	-1%	-3	2%	-6%
O=S(=O)(Nc1ccc(O)cc1)c1cccc2cccnc12	3%	i	1%	-1%	-4%	16%	2	-2%	-7%
C/C(=N/NS(=O)(=O)c1ccc(C)cc1)[C@H]1C[C@@H]1c1ccccc1	4%	i	2%	-1%	6%	17%	12	3%	1%
Cc1nn(Cc2ccccc2)c(Cl)c1/C=C/C(=O)OCC(=O)N1CCCC1=O	1%	i	·	?	1%	1%	13	9%	15%
Cc1cnc2ccc(F)cc2c1	·	i	9%	?	·	5%	0	16%	12%

Random draw from the library; about 8.9% have a hit in one of these screens.
